Screens deposited in PubChem by several laboratories.
NR5A2 inv ag: LRH-1 (NR5A2) inverse agonists, primary screen, cell-based, luminescence, HEK293T, StAR-luciferase reporter. Nuclear receptor subfamily 5 group A member 2 (Homo sapiens), O00482. LRH-1 transfected, 24 h. inhibition, % at 3.6 µM. hit rate 0.13% among 360,000. AID 602396, 2012;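 active means inhibition above the mean inhibition of all tested compounds plus 3 SD, cut at about 73% in these data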;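 further: 0% = DMSO wells and 100% = reporter-only cells lacking LRH-1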
Target sequence (O00482 whole entry, looked up): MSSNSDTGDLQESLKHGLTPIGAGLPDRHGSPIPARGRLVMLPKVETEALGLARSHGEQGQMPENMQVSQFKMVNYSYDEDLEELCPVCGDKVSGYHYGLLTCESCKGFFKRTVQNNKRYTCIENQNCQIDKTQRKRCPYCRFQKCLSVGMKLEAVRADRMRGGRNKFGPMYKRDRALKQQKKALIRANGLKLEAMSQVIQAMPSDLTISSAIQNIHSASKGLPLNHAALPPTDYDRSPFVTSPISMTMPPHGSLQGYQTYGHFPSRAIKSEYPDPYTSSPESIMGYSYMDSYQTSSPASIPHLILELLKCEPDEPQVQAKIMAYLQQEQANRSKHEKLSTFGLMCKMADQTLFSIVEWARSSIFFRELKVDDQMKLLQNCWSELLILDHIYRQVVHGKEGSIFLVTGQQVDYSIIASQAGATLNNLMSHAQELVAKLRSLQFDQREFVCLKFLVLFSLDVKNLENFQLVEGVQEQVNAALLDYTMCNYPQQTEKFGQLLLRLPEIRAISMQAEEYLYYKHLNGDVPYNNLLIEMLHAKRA
TROY NFkB inh: inhibitors of TROY-driven NF-kB signaling, primary screen, Q293 LMP1-TROYcd cells, NF-kB luciferase, uHTS | AID 1347056, 2019 | hit rate 0.98% among 360,000 | Q293 LMP1-TROYcd NF-kB luciferase reporter, 4 h | inhibition, % at 10 µM;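 active means compounds whose plate-normalised and pattern-corrected inhibition of the luciferase reporter signal at the single screening dose is 50% or more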
COUP-TFII inh: NR2F2 transcriptional activity inhibitors, primary screen, cell-based, luciferase reporter, HEK293T, luminescence; COUP transcription factor 2 (Homo sapiens), P24468; HEK293T NGFI-A luciferase reporter; inhibition, % at 8.6 µM; hit rate 0.7% among 370,000;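 active means inhibition above a per-plate cutoff, mean inhibition of test wells between control levels plus 3 SD, cut at about 38% in these data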;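 further: cells cotransfected with COUP-TFII expression vector driving the NGFI-A reporter; 0% = median of COUP-TF2 test wells and 100% = reporter-only cells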
Target sequence (P24468 whole entry, looked up): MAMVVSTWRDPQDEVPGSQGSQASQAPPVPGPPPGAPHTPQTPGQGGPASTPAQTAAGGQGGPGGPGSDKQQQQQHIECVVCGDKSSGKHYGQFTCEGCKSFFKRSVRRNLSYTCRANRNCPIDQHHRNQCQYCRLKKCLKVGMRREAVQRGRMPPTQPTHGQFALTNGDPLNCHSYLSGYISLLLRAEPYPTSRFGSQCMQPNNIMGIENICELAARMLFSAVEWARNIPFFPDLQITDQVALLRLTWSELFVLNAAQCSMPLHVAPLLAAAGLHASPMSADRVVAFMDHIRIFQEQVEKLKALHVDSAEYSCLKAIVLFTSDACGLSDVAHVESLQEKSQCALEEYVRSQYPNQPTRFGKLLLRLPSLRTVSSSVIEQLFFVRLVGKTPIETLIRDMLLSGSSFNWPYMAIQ
EBV LMP1 NFkB: EBV LMP1-driven NF-kappaB luciferase reporter inhibitors, primary screen, cell-based, luminescence, single point. LMP1-induced NF-kappaB luciferase reporter cells. inhibition, % at 12.5 µM. hit rate 0.69% among 350,000; in the data active means inhibition above about 41%;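 further: 0% = neutral control wells and 100% = reference inhibitor control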
SRC1 inh: SRC1 coactivator transcriptional activity inhibitors, primary screen, cell-based, luminescence; inhibition, % at 3.6 µM; HEK293 GAL4-SRC1 luciferase reporter; hit rate 0.12% among 360,000;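 active means inhibition above the campaign mean plus 3 SD, with each screening campaign given its own cutoff, cut at about 60% in these data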;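 further: 0% = DMSO treated cells and 100% = gossypol at 36 µM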
TWEAK Fn14 block: inhibitors of TWEAK-Fn14 signaling, primary screen, luciferase reporter cells, uHTS. inhibition, % at 10 µM. hit rate 2% among 360,000. TWEAK-stimulated Fn14 reporter cells, luciferase luminescence, 8 h; in the data active means inhibition above about 50%
C8 TRAIL sens: viability loss with TRAIL in NB7+C8 cells, primary screen, TRAIL sensitizer project, cell-based, ATPlite luminescence; inhibition (viability loss, TRAIL sensitization), % at 10 µM; hit rate 1% among 360,000; AID 624354, 2012;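 active means compounds causing at least 50% loss of cell viability in the single-dose screen, relative to plate controls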
SRC3 inh: SRC3 coactivator transcriptional activity inhibitors, primary screen, cell-based, luminescence | Nuclear receptor coactivator 3 (Homo sapiens), Q9Y6Q9 | HEK293 GAL4-SRC3 luciferase reporter | inhibition, % at 3.6 µM | hit rate 0.17% among 360,000;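 active means inhibition above a per-campaign cutoff, the mean of all compounds plus 3 SD, cut at about 60% in these data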;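 further: 0% = DMSO-treated cells and 100% = gossypol-treated cells at 36 µM; higher means less SRC3-driven luciferase light from the GAL4 reporter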
CF NFkB block: inhibitors of PAF-induced NF-kB signaling, primary screen, cell-based, GFP fluorescence, uHTS. inhibition, % at 5 µM. KKLEB NF-kB-GFP reporter, GFP fluorescence overnight. hit rate 0.86% among 360,000;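 active means at least 50% inhibition at 5 µM, scaled per plate between neutral and stimulator controls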;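 further: PAF is a Pseudomonas aeruginosa culture filtrate used as stimulus; plate controls were PAF-stimulated DMSO wells for no effect and unstimulated DMSO wells for full effect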
KKLEB cytotox: cytotoxicity in KKLEB CF airway cells, primary screen, cytotoxicity control for CF NF-kB inhibitor project, cell-based, uHTS, fluorescence assay plates | KKLEB CF airway cells viability, ATPlite luminescence, overnight; active compounds read low; cells stimulated with P. aeruginosa culture filtrate | activity change (cytotoxicity), % at 5 µM | hit rate 0.36% among 360,000;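 active means corrected activity change at or below -50% at 5 µM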
Shn3 3UTR inh: reduction of Shn3 3'UTR firefly luciferase signal, primary screen, Schnurri-3 inhibitor project, cell-based, Clone20 osteoblasts, set 2; hit rate 0.52% among 360,000; AID 588674, 2011; Clone20 osteoblast Shn3 3'UTR firefly luciferase, 24 h; inhibition, % at 12.5 µM;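 active means mean inhibition of at least 75% with every replicate also reaching 75%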;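 further: 0% = median of neutral control wells and 100% = pilot-screen positive control compound; some compounds past the cut are filed as inactive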
Active calls of the source: *; . = not tested or not shown. Only part of the results is shown; the hit share may differ from the screen's.

SMILES	NR5A2 inv ag	TROY NFkB inh	COUP-TFII inh	EBV LMP1 NFkB	SRC1 inh	TWEAK Fn14 block	C8 TRAIL sens	SRC3 inh	CF NFkB block	KKLEB cytotox	Shn3 3UTR inh
Cc1c(C)c2c(OCC(=O)NCC(C)C)cc3c(c2oc1=O)CCC(C)(C)O3	-11	-7	1	-7	-6	-3	4	-5	17	-13	9
CCN(C(=O)COC(=O)CN1C(=O)c2ccccc2C1=O)c1ccccc1	-9	-8	-12	-3	-13	7	-6	12	24	-5	-64
COc1ccc(/C=N/NC(=O)c2ccccc2Cl)cc1CSc1nc2ccccc2s1	35	-12	-18	0	-2	-1	31	5	32	-32	23
CCCC1NC(=O)c2cccnc2-n2c1nc1ccccc1c2=O (stereo not drawn)	9	-3	-12	-4	-12	-6	-11	-22	-14	-1	-25
Cc1noc(C)c1COc1ccc(C(=O)N(C)CCOc2ccccc2)cc1	-4	-4	-11	0	-2	-2	14	9	-1	-13	17
O=C(CS(=O)(=O)c1ccccc1)N1CCN(c2ccccc2)CC1	-55	-26	-17	-4	-22	0	7	-22	-16	16	-9
O=C1CCN(C(=O)c2ccccc2)c2ccccc21	-9	13	1	-1	-3	-3	-16	-5	3	-22	-6
O=C(O)CC(NS(=O)(=O)c1cccc2nsnc12)c1ccc(F)cc1 (stereo not drawn)	-13	-11	-5	4	-3	5	-12	14	-3	2	11
O=C(NC1CC1)C1=C[C@H](c2coc3ccccc3c2=O)C[C@H](OCc2ccc(CO)cc2)O1	1	0	14	2	-47	-17	-5	-8	12	9	0
Cc1ccc(NC(=O)Cn2c(/C=C/c3ccccc3)nc3ccccc32)cc1C	-23	30	-9	-13	-20	-10	9	-39	21	-46	-8
CC(C)CCNC(=O)C(C)N(C(=O)c1snc(C(N)=O)c1N)c1cnc2ccccc2c1 (stereo not drawn)	-3	14	4	12	-14	0	2	-13	-18	-1	8
CCOC(=O)C1CCN(C(=O)CNC(=O)c2nn(-c3ccc(OC)c(Cl)c3)c(=O)c3ccccc23)CC1	-4	-23	-18	-8	-1	0	24	-17	24	-11	-30
COc1ccccc1NC(=O)CSc1nnc(-c2ccc(C)cc2)o1	-128	-63	-39	2	-71	24	48	-66	8	-6	-40
CC1CCN(S(=O)(=O)c2ccc(S(=O)(=O)N3CCCC3)cc2)CC1	-20	-7	-6	-6	-2	12	8	-3	-15	-1	0
COc1cccc(OCCNc2cc(N3CCOCC3)ccc2[N+](=O)[O-])c1	-26	-25	-31	-20	-28	-3	13	-19	17	-13	-9
Cc1ccc(C)c(NC(=O)C2CC3c4ccccc4C2c2ccccc23)c1 (stereo not drawn)	-2	1	1	4	3	2	16	-2	18	-4	5
Cc1ccc(S(=O)(=O)n2nnc3ccccc32)c(C)c1C	-18	4	-4	4	-22	-1	-14	-2	0	2	-2
COc1ccc(CN(Cc2ccc(C(=O)O)cc2)C(=S)Nc2ccccc2F)cc1OC	6	0	6	9	-7	-2	-2	25	3	-3	-2
CC(=O)SC1CC(=O)N(c2c(C)cccc2C)C1=O (stereo not drawn)	-13	-10	-6	-12	5	15	-1	8	17	-6	-86
CCCCNC(=O)c1ccc(NS(=O)(=O)c2ccc3[nH]c(=O)[nH]c3c2)cc1	-26	-2	-4	7	1	0	-15	-1	3	0	-34
COc1cc(/C=N/NC(=O)C(=O)N2CCCCCC2)ccc1O	-1	1	16	5	-2	-8	-4	-22	-21	15	2
O=C(COC(=O)/C=C/c1ccc(OC(F)F)cc1)NC1CCCCCC1	-15	-10	20	-8	-3	0	5	3	-18	1	-21
Cc1ccc(Cn2c(CCNc3nc(-c4ccc(C)cc4)cs3)nc3cc(C(=O)NCCCO)ccc32)cc1	-5	4	3	10	-2	0	9	-7	8	-13	-2
COc1c(C)cc(C(=O)C2CCCN(Cc3c(C)n(C)n(-c4ccccc4)c3=O)C2)cc1C (stereo not drawn)	-6	1	5	2	-7	1	-8	-8	8	-14	3
CCOC(=O)c1ccccc1NC(=O)CCNC(=O)Cn1cnc2ccccc2c1=O	14	9	-12	-8	-3	-3	13	6	2	-7	-11
CN(C)c1ccc(CNS(=O)(=O)c2csc(C(N)=O)c2)cc1	27	5	16	3	5	-7	-7	22	-8	-5	17
N#Cc1ccc(NC(=O)COC(=O)CCNS(=O)(=O)c2ccccc2)cc1	-4	18	9	3	0	17	-3	10	-1	2	7
CC(=O)c1ccc(OCC(O)CN2C(C)(C)CC(O)CC2(C)C)cc1 (stereo not drawn)	-9	7	7	1	-11	3	-4	2	-24	10	-56
COc1ccc(-c2cc(=O)oc3c(C)c(OCC(=O)Nc4cccnc4)ccc23)cc1	0	34	8	15	-6	-61	17	-25	37	-5	36
Cc1cc(C)nc(N/N=C/C2=C(N3CCOCC3)C(=C/c3ccccc3)/CC2)n1	18	0	11	3	-2	4	8	11	5	-6	1
Cc1cc(C)n(-c2cccc(Cl)c2)c(=O)c1C#N	-13	-3	-5	1	1	-14	16	8	-23	8	2
COc1ccc(N2CCN(c3ncnc4scc(-c5ccc(F)cc5)c34)CC2)cc1	10	12	31	11	14	6	10	13	23	-3	58
COc1ccc(CCN2C(=O)NC(NS(=O)(=O)c3ccc(N)cc3)(C(F)(F)F)C2=O)cc1OC (stereo not drawn)	-16	3	17	-7	0	-1	0	-5	16	-13	-45
Cc1ccc(C(=O)COC(=O)CNC(=O)CN2C(=O)c3ccccc3C2=O)cc1	4	-16	-12	2	-22	-4	2	15	-14	20	3
CC12CCC(C(=O)NCc3cccnc3)(OC1=O)C2(C)C (stereo not drawn)	-21	.	10	9	13	28	0	12	3	10	-22
CCOc1ccc(NC(=O)CSc2ncn[nH]2)cc1	6	-2	8	-1	-11	-5	-13	-12	-13	-4	14
CCN(C(=O)CCC(=O)N(CC)c1ccccc1)c1ccccc1	8	-14	5	-3	-7	15	1	-6	8	0	4
O=C(Nc1ccccc1C(=O)N1CCOCC1)c1ccc(F)cc1	9	8	1	-3	-11	2	-19	-36	0	10	-8
C=CCOc1ccc(C2C(C(=O)c3ccc(C)o3)=C(O)C(=O)N2Cc2cccnc2)cc1 (stereo not drawn)	16	2	8	0	-13	17	-4	-4	9	-2	-3
CCOC(=O)CN1C(=O)C(C)(C)Oc2ccc(C(=O)Nc3ccccc3)cc21	-31	-31	8	-2	-15	-7	2	-14	1	9	-6
COC(=O)CSc1nc(C)cc(Oc2ccccc2)n1	-14	2	-52	3	8	6	-4	-8	14	-10	3
COc1cccc(CNC(=O)C2CCCN(c3nn4c(=O)cc(C)nc4s3)C2)c1OC (stereo not drawn)	-6	-1	18	5	-22	-8	-14	-4	-11	-13	-4
Cc1cc(C)c(S(=O)(=O)c2ccccc2C)c(SCC(C)C)n1	-10	-5	16	-1	10	18	-4	-5	5	-1	12
O=C(NC1CCCCC1)c1cc(S(=O)(=O)N2CCCCC2)ccc1N1CCOCC1	34	-17	2	-1	9	7	-6	-3	13	-2	8
Cn1c(CC(=O)Nc2ccccc2)cc2ccccc21	12	6	-21	-2	-7	-6	-3	-30	-14	-4	2
CC(C(=O)OCc1nnc(-c2ccccc2)o1)N1C(=O)C2CCCCC2C1=O (stereo not drawn)	-1	-31	10	-6	-44	0	5	-26	13	8	-46
CC1(C(=O)NS(=O)(=O)c2cccc(C#N)c2)CCN1C(=O)c1ccccc1 (stereo not drawn)	-19	-10	-7	.	1	-8	-2	-21	0	18	-1
O=C(NCc1ccc(Cl)cc1)c1ccc(Cn2cc(C(F)(F)F)ccc2=O)cc1	-5	4	12	7	3	3	-14	4	-6	-3	16
CCn1cc(S(=O)(=O)NCc2ccc(OC)cc2)cn1	7	-2	-4	4	16	0	-8	18	-25	27	-20

In the list so far, eleven have four or more nitrogen atoms:
SMILES	NR5A2 inv ag	TROY NFkB inh	COUP-TFII inh	EBV LMP1 NFkB	SRC1 inh	TWEAK Fn14 block	C8 TRAIL sens	SRC3 inh	CF NFkB block	KKLEB cytotox	Shn3 3UTR inh
CCCC1NC(=O)c2cccnc2-n2c1nc1ccccc1c2=O (stereo not drawn)	9	-3	-12	-4	-12	-6	-11	-22	-14	-1	-25
CC(C)CCNC(=O)C(C)N(C(=O)c1snc(C(N)=O)c1N)c1cnc2ccccc2c1 (stereo not drawn)	-3	14	4	12	-14	0	2	-13	-18	-1	8
CCOC(=O)C1CCN(C(=O)CNC(=O)c2nn(-c3ccc(OC)c(Cl)c3)c(=O)c3ccccc23)CC1	-4	-23	-18	-8	-1	0	24	-17	24	-11	-30
CCCCNC(=O)c1ccc(NS(=O)(=O)c2ccc3[nH]c(=O)[nH]c3c2)cc1	-26	-2	-4	7	1	0	-15	-1	3	0	-34
Cc1ccc(Cn2c(CCNc3nc(-c4ccc(C)cc4)cs3)nc3cc(C(=O)NCCCO)ccc32)cc1	-5	4	3	10	-2	0	9	-7	8	-13	-2
CCOC(=O)c1ccccc1NC(=O)CCNC(=O)Cn1cnc2ccccc2c1=O	14	9	-12	-8	-3	-3	13	6	2	-7	-11
Cc1cc(C)nc(N/N=C/C2=C(N3CCOCC3)C(=C/c3ccccc3)/CC2)n1	18	0	11	3	-2	4	8	11	5	-6	1
COc1ccc(N2CCN(c3ncnc4scc(-c5ccc(F)cc5)c34)CC2)cc1	10	12	31	11	14	6	10	13	23	-3	58
COc1ccc(CCN2C(=O)NC(NS(=O)(=O)c3ccc(N)cc3)(C(F)(F)F)C2=O)cc1OC (stereo not drawn)	-16	3	17	-7	0	-1	0	-5	16	-13	-45
CCOc1ccc(NC(=O)CSc2ncn[nH]2)cc1	6	-2	8	-1	-11	-5	-13	-12	-13	-4	14
COc1cccc(CNC(=O)C2CCCN(c3nn4c(=O)cc(C)nc4s3)C2)c1OC (stereo not drawn)	-6	-1	18	5	-22	-8	-14	-4	-11	-13	-4
